ERAP1 inh = human ERAP1 aminopeptidase inhibitors, primary screen, biochemical, single point, plate reader; Endoplasmic reticulum aminopeptidase 1 (Homo sapiens), Q9NZ08; recombinant ERAP1, Leu-AMC fluorescence, 60 min; inhibition, % at 10.7 µM; actives 0.15% (n = 340,000); AID 652197, 2013;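 active means mean replicate inhibition of at least 30%, or all replicates individually reaching that 30% level; inactive means mean below 30% and not every replicate reaching it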;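 further: 0% = neutral control wells and 100% = L-leucinethiol positive control wells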
SIRT5 block = SIRT5 desuccinylase inhibitors, primary screen, biochemical, fluorescence imaging, single point, set 5; Purified SirT5, succinyl-peptide AMC, trypsin-coupled fluorescence; AID 652115, 2013; actives 1.1% (n = 330,000); inhibition, % at 15 µM; NAD-dependent protein deacylase sirtuin-5, mitochondrial (Homo sapiens), Q9NXA8; in the data active means inhibition above about 15%; inconclusive means no clear call, values can overlap the other calls
Target sequence (Q9NXA8 whole entry, looked up): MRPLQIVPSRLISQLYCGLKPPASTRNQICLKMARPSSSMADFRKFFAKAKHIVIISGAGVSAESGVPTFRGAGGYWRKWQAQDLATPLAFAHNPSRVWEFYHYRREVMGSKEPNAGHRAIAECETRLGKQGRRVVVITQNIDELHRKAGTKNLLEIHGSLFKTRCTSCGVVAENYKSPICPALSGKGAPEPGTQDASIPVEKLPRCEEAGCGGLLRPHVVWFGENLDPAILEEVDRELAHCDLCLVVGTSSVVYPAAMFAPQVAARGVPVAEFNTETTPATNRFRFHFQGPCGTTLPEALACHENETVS
Casp6 inh = human caspase-6 inhibitors, primary screen, biochemical, VEID-R110 fluorescence, single point, set 2; P55212; purified caspase-6, Z-VEID-R110 cleavage fluorescence; inhibition, % at 12.5 µM; actives 0.53% (n = 350,000);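 active means mean inhibition across replicates at least about 35%, with every replicate also reaching that limit, limit read from the data; inconclusive means only one of the two criteria met; inactive means neither criterion met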;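 further: 0% = median of neutral control wells and 100% = no fluorescence left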
Target sequence (P55212 24-179 limits assumed): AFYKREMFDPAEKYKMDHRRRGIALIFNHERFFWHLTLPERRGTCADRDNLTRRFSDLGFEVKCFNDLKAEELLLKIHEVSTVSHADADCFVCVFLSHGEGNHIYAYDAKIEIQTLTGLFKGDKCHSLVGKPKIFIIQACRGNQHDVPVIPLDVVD
Target sequence (P55212 194-293 limits assumed): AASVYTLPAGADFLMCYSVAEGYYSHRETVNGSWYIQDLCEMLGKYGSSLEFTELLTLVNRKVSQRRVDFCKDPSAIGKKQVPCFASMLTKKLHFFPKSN
CFTR F508del cor = F508del CFTR correction, initial screen, CFBE line, single point; CFBE cells, YFP halide quenching; stimulated with forskolin plus potentiator P3; % fluorescence drop versus neutral controls; activity (quench increase), % at 7.58 µM; actives 0.36% (n = 350,000); AID 720511, 2013;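 active means mean added fluorescence quench of at least 8% versus neutral control, with both replicates also reaching 8%; inconclusive means only one of the mean or replicate conditions met; inactive means mean below 8% and not both replicates reaching 8%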;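 further: cells transiently co-express mutant CFTR-F508del with the halide-sensitive YFP; corrector assay measuring rescue of mutant channel to the surface after 24 h compound exposure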
DENV2 CPE = inhibitors of DENV2 cytopathic effect, primary screen, cell-based, plate reader, single concentration; DENV2-infected cells, cytopathic effect rescue; CPE inhibition, % at 9.99 µM; actives 1.7% (n = 350,000); in the data active means CPE inhibition above about 20%, passing the limit was not always enough; inconclusive means no clear call, values can overlap the other calls; tested in BHK-21 cells;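 further: 0% = median of neutral control wells and 100% = median of positive control wells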
ERp5 inh = inhibitors of ERp5-driven insulin aggregation, primary screen, biochemical, turbidity, absorbance 650 nm, single point. Protein disulfide-isomerase A6 (Homo sapiens), Q15084. 90 min. inhibition, % at 9.99 µM. actives 0.05% (n = 350,000). AID 651711, 2012;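 active means mean replicate inhibition above about 25%, with every replicate also reaching it, limit read from the data, passing the limit was not always enough; inconclusive means only one of those two criteria met; inactive means neither criterion met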
Target sequence (Q15084 whole entry, looked up): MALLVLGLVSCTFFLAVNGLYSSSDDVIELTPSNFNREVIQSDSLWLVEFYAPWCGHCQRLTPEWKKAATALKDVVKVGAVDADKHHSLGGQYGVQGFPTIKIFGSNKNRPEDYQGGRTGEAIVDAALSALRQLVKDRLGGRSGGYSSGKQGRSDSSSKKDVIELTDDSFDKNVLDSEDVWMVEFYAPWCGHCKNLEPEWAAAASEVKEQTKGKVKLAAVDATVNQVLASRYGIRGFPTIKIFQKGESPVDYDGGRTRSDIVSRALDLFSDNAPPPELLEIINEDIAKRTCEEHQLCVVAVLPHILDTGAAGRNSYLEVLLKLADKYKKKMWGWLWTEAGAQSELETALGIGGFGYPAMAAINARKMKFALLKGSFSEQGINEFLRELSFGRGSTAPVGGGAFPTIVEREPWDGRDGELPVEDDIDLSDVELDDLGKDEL
miR122 inh = miR-122 Renilla sensor signal increase in Huh7, primary screen, miR-122 inhibitor project, cell-based, single point, plate reader. activation (reporter increase), % at 12.5 µM. actives 0.3% (n = 340,000). Huh7 miR-122 Renilla luciferase sensor, 48 h; neutral wells = 0, positive control = 100. AID 602342, 2012;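 active means mean replicate activation score at least 90 and every replicate individually at or above 90; inconclusive means only one of the two criteria met; inactive means neither criterion met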;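 further: higher luciferase means less miR-122 activity so hits act as miR-122 inhibitors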
* hit, by the source's call; ? = inconclusive; nt = no result given; [ ] = remark or other dose.

SMILES	ERAP1 inh	SIRT5 block	Casp6 inh	CFTR F508del cor	DENV2 CPE	ERp5 inh	miR122 inh
CCCNC(=O)Nc1ccc2c(c1)OC[C@H](C)N(CCC(F)(F)F)C[C@H](C)[C@H](OC)CN(C)C2=O	nt	3	nt	5.2	-3	3	nt
Cn1nc(C(=O)N2CCCCC2)c2c1-c1ccccc1S(=O)(=O)C2	-3	4	4	-3.0	-4	4	-10
Cc1cc(NC(=O)COC(=O)[C@@H]2CCCN2C(=O)c2cccs2)no1	2	nt	0	-0.6	-3	-3	1
CC(C)C[C@@]12C(=O)N(c3cccc(Cl)c3)C(=O)N1[C@H](c1ccc(Br)cc1)[C@@H]1C(=O)N(C(C)(C)C)C(=O)[C@@H]12	2	-3	-5	-1.9	-4	2	0
COc1ccc(CCNC(=O)c2ccc(=O)[nH]c2)cc1	-3	-1	9	-2.1	-8	8	-2
Cc1cc(C)c2c(=O)n(CC(=O)N3CCC(N4CCCCC4)CC3)sc2n1	20	1	-42	2.2	0	-16	nt
O=C(Cc1cccnc1)N1CC(=O)N2[C@@H](CO)[C@H](c3ccc(C#CC4CCCC4)cc3)[C@@H]2C1	2	-4	-1	-0.1	19	1	nt
COc1ccc(NC(=O)CN(C)C(=O)c2ccc(NS(=O)(=O)c3ccc(F)cc3)cc2)cc1	1	1	0	1.1	1	-1	-2
COc1ccc(OC)c(C(C)NC(=S)NC2CCCCC2)c1 (stereo not given)	2	-2	1	1.4	7	3	nt
COc1ccc(CN(C)C[C@H]2Oc3ccc(NC(=O)Nc4c(C)noc4C)cc3CC(=O)N([C@@H](C)CO)C[C@@H]2C)cc1	-1	12	0	1.7	1	-2	-1[16.7 µM]
COc1ccc2c(c1)CCC/C2=N\OC(=O)c1ccccc1F	0	-4	-6	-1.9	8	2	-3
CC(=O)Nc1ccc(S(=O)(=O)NCCC(=O)OCC(=O)NC(C)c2ccc(Cl)cc2)cc1 (stereo not given)	0	-4	1	-3.3	5	-2	3
N#CC(c1ccccc1)c1cccc(Cl)n1 (stereo not given)	-4	nt	-2	0.6	3	-7	3
CN(Cc1ccccc1)C(=O)c1nc2ccccn2c1CN1CCCC1c1nccs1 (stereo not given)	-3	-1	-1	0.7	?	-1	27
COC(=O)C1=C(C)N(Cc2ccccc2C(F)(F)F)C(=NCc2ccc(C(F)(F)F)cc2)NC1c1ccccc1 (stereo not given)	1	-1	-2	0.9	-3	-7	nt
COc1ccc(/C=C/C(=O)NC2CCCCC2C)cc1 (stereo not given)	0	0	-1	-3.9	-7	1	0
CC(C)(C)OC(=O)N1CCN(C(=O)c2[nH]cnc2C(=O)Nc2ccccc2F)CC1	1	-13	7	2.0	-7	-2	0
O=C(NCc1ccccc1)c1cccnc1	0	-4	2	2.1	5	2	-9
O=C(COC(=O)c1c[nH]c2ccccc12)Nc1ccc(F)cc1	-6	-1	0	-1.6	1	-15	nt
C[C@@H]1CN([C@H](C)CO)C(=O)Cc2cc(NC(=O)Cn3cnnn3)ccc2O[C@H]1CN(C)S(=O)(=O)c1cccs1	-2	0	0	3.2	0	5	-1[16.7 µM]
O=C(c1ccc2c(c1)OCO2)C1CCCN(Cc2cccn2-c2cccnc2)C1 (stereo not given)	5	-5	-1	0.3	nt	2	nt
CC1CCC/C(=C\Nc2ccc(C(=O)O)cc2)C1=O (stereo not given)	0	6	0	1.6	-2	10	nt
Cc1ccc(CNC(=O)C2CC(c3cccc(F)c3)=NO2)cc1 (stereo not given)	-4	nt	2	-1.4	6	3	0
CCNc1ccc(C(=O)OCC(=O)c2cc(C)n(Cc3ccc4c(c3)OCO4)c2C)cc1[N+](=O)[O-]	-3	-2	0	nt	2	-1	nt
CC(CNc1ccccc1O)C(=O)O (stereo not given)	1	7	56*	-2.2	13	0	-13
COc1ccc(NC(=O)Nc2ccc3c(c2)CC(=O)N([C@@H](C)CO)C[C@H](C)[C@@H](CN(C)S(=O)(=O)c2ccc(OC)cc2)O3)cc1	0	1	-1	1.0	-4	0	-2[16.7 µM]
Cc1cc(S(=O)(=O)N2CCCC(N(C)CCc3ccccn3)C2)c(C)cc1Cl (stereo not given)	0	2	-6	2.8	2	8	2
O=C(c1cc(-c2cccc(O)c2)on1)N1CCCCCC1	6	3	15	0.9	5	-1	-6
Cc1ccc(NC(=O)C2(C)CCN2Cc2ccccc2OC(F)F)cc1 (stereo not given)	3	0	-1	-2.0	?	-7	5
COC(=O)Cc1[nH]nc2c1C(c1cc(OC)c(OC)c(OC)c1)C(C#N)=C(N)O2 (stereo not given)	-1	-2	-2	-0.6	1	4	-13
Cc1onc(-c2ccccc2)c1C(=O)N(CC(C)C)c1c(N)n(CC(C)C)c(=O)[nH]c1=O	2	-2	0	-7.7	-4	15	3
CCCCCCNC(=O)c1cn(CC)c2cc(N3CCN(C)CC3)c(F)cc2c1=O	1	-1	4	-1.5	3	2	-1
COc1cc(C(=O)Nc2ccc(C)c(S(=O)(=O)N(C)C)c2)ccc1OCC(=O)N1CCOCC1	4	0	3	-2.0	3	-1	-1
COc1ccc(CN(C)S(=O)(=O)c2ccc3c(c2)OCCO3)cc1	-2	-1	1	0.4	17	1	3
Cc1ccc(-n2c(N)cc(=O)nc2SCC(=O)N2CCN(c3ccccc3)CC2)cc1C	5	2	1	-0.9	-9	0	1
C/C(=N\NC(=O)COc1c(C)cccc1C)c1cccs1	-1	2	-1	-3.0	nt	-1	nt
CCCNC(=O)C[C@H]1C[C@@H]2c3cc(NC(=O)CC4CC4)ccc3O[C@@H]2[C@H](CO)O1	0	-3	3	0.0	-4	8	6[16.7 µM]
Cc1cc(C)n(-c2ccc(F)cc2CN2CCN(Cc3ccccc3)C(CCO)C2)n1 (stereo not given)	-3	-4	-2	2.5	2	-2	-4
COC(=O)c1ccc(CN2CC(=O)N3[C@H](CO)[C@H](c4ccc(-c5ccccc5F)cc4)[C@@H]3C2)cc1	2	0	-1	1.6	-3	11	nt
COc1ccc(-c2cc(C(F)F)n3ncc(C(=O)Nc4cc(C)on4)c3n2)cc1	-1	1	2	-3.2	-4	1	nt
Cc1cccc(S(=O)(=O)N2[C@@H]3Cn4c(cccc4=O)[C@H]2[C@@H](C(=O)NC2CCC2)[C@@H]3CO)c1	1	2	0	-2.9	14	-11	-4[16.7 µM]
CC1(C)OC(=CC=Nc2ccc(Cl)cc2)OC1(C)C	1	-1	0	0.0	4	1	3
CC(=O)C1=C(O)C(=O)N(CCN2CCOCC2)C1c1ccccc1 (stereo not given)	1	-3	-2	nt	nt	5	nt
COc1ccc(S(=O)(=O)Nc2ccc3c(c2)CC(=O)N([C@H](C)CO)C[C@H](C)[C@@H](CN(C)C)O3)cc1	0	-4	1	-2.9	-2	11	0[16.7 µM]
COCCSc1ccccc1C(=O)Nc1nccs1	7	1	4	-1.5	1	7	-3
CC(=O)Cn1nnc2sc(-c3ccccc3)cc2c1=O	0	0	0	1.2	7	-3	-6
COc1ccc(/C=N/Nc2nc3ccccc3c(=O)n2-c2ccccc2)cc1OC	1	-3	2	-1.9	?	1	nt
O=C1Oc2ccccc2C(=O)/C1=C/N1CCN(c2ccccc2F)CC1	0	4	0	-2.1	-1	-5	0
C#CCOCCOCCOCCNc1nc(N2CCN(C(=O)C([C@@H](C)O)n3cc([C@@H](N)CCCCN)nn3)CC2)nc(N2CCN(C(=O)[C@H](CCC(=O)O)n3cc([C@@H](N)CCCCN)nn3)CC2)n1 (stereo not given in full)	nt	nt	-284	2.4	-10	0	nt
CC1(C)C(C#N)=C(N)Oc2c1c(=O)oc1ccccc21	-3	-3	-5	-0.1	-2	?	-2
CC(=O)Nc1ccc(NC(=O)c2ccc(NS(=O)(=O)c3cccc4cccnc34)cc2)cc1	-3	-5	-3	2.8	3	3	7
O=C(N/N=C/c1cn(-c2ccccc2)nc1-c1cc2ccccc2o1)c1c[nH]c2ccccc12	-5	-3	-5	-1.7	-1	-2	nt
CN1C(=O)CC(N2CCC(C(N)=O)CC2)C1=O (stereo not given)	1	-3	-1	nt	nt	0	nt
CCNS(=O)(=O)c1ccc(CCC(=O)Nc2ccc3c(c2)OCO3)cc1	2	1	-1	-0.5	-4	2	3
COc1ccc(S(=O)(=O)N(C)C)cc1NC(=O)COC(=O)Cn1cnc2ccccc2c1=O	-1	-2	-1	0.7	0	-1	nt
O=[N+]([O-])c1ccc(C=Nc2ccc(Cl)c([N+](=O)[O-])c2)s1	-2	-9	nt	-1.3	1	1	-1
COc1ccc(Cc2nnc(SCC(=O)N3CCCC(C)C3)o2)cc1 (stereo not given)	1	-4	3	3.1	nt	3	nt
C[C@@H]1CN([C@H](C)CO)C(=O)c2cccc(NC(=O)CCCCCC(=O)Nc3ccccc3N)c2O[C@H]1CN(C)C(=O)Nc1cccc2ccccc12	1	nt	0	3.9	-1	4	nt
CC1CCCCN1S(=O)(=O)c1ccc(-n2cnnn2)cc1 (stereo not given)	0	-2	0	-1.7	-4	0	-7
COc1ccccc1C#Cc1ccc([C@H]2[C@@H](C#N)N(C(=O)C3CCCCC3)[C@@H]2CO)cc1	1	10	-2	3.4	-5	3	nt

Casp6 inh, hit marks shown above.
SMILES	ERAP1 inh	SIRT5 block	Casp6 inh	CFTR F508del cor	DENV2 CPE	ERp5 inh	miR122 inh
CC(CNc1ccccc1O)C(=O)O (stereo not given)	1	7	56*	-2.2	13	0	-13

Some of the entries above in a different format:
Each structure is followed by: ERAP1 inh | SIRT5 block | Casp6 inh | CFTR F508del cor | DENV2 CPE | ERp5 inh | miR122 inh
O=C(N/N=C/c1cn(-c2ccccc2)nc1-c1cc2ccccc2o1)c1c[nH]c2ccccc12
 : -5 | -3 | -5 | -1.7 | -1 | -2 | nt
CC(=O)Cn1nnc2sc(-c3ccccc3)cc2c1=O
 : 0 | 0 | 0 | 1.2 | 7 | -3 | -6
O=C1Oc2ccccc2C(=O)/C1=C/N1CCN(c2ccccc2F)CC1
 : 0 | 4 | 0 | -2.1 | -1 | -5 | 0

(further entries)
SMILES	ERAP1 inh	SIRT5 block	Casp6 inh	CFTR F508del cor	DENV2 CPE	ERp5 inh	miR122 inh
CCC(=O)N[C@H]1C=C[C@@H](CC(=O)NCc2ccc(OC)cc2)O[C@@H]1CO	3	4	1	1.7	11	4	20[16.7 µM]
O=C(CN1C(=O)NC2(CCCCC2)C1=O)NCCCSc1ccccc1	0	6	0	-5.0	-1	5	-3
O=C(Nc1ccc(Br)cc1)C1CCN(c2cnccn2)CC1	3	-1	-2	-0.4	10	-14	2
CCCCNC(=O)CCn1c(=O)c2ccccc2n(Cc2cc(C)ccc2C)c1=O	5	-7	-1	nt	-6	-1	0
COc1ccccc1CNC(=O)COC(=O)COc1ccccc1Cc1ccccc1	2	-1	1	-0.3	-6	3	nt
CC(=O)NC(CC(=O)Oc1ccc(C)cc1Br)c1ccccc1 (stereo not given)	5	-3	2	-1.1	-5	9	-5
N#Cc1cccc(-c2ccc(C3[C@@H]4CN(S(=O)(=O)Cc5ccccc5)C[C@H]3N4)cc2)c1 (stereo not given in full)	4	-1	0	2.7	-4	-2	nt
CCOc1ccc(S(=O)(=O)NN2Cc3ccccc3C2=N)cc1	-1	18*	0	-0.8	0	7	nt
NC(=O)CC(NC(=O)Cc1ccc(Cl)cc1)c1ccc(NC2CCN(Cc3ccccc3)CC2)c([N+](=O)[O-])c1 (stereo not given)	-4	nt	nt	-0.6	61*	0	nt
CC(Sc1nnc(C2CC2)n1C)C(=O)Nc1ccc(N2CCOCC2)cc1 (stereo not given)	0	-7	3	0.4	1	-1	nt
CC1(/[N+]([O-])=C\c2ccccc2F)CCCCC1=O (stereo not given)	-3	1	-2	-1.3	0	-8	nt

Compound activity deposited in PubChem by Broad Institute.
